hgDAF12 agonist: H. glycines DAF-12 receptor agonists, primary screen, cell-based, luminescence, HEK293, GAL4 fusion, UAS-luciferase; activation, % at 6.8 µM; Nuclear hormone receptor DAF-12 (Heterodera glycines), GAL4 fusion; 370,000 compounds, 1.8% hits; AID 687014, 2013; HEK293 GAL4-hgDAF12 UAS-luciferase reporter, agonist luminescence; normalized to butyrate control;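 active = activation above a cutoff set at the mean of all screened compounds plus 3 SD, cut at about 10% in these data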;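 note: 0% = DMSO wells and 100% = sodium butyrate wells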
PG9 binder: binders of HIV-1 gp120 antibody PG9, primary screen, biochemical, TR-FRET | TR-FRET gp120-PG9 antibody binding | inhibition, % at 6.7 µM | HIV-1 gp120 / PG9 antibody interaction | 360,000 compounds, 0.43% hits; in the data active = inhibition above about 8.5%
Rev-erbA mod: modulators of Rev-erb alpha DNA binding, primary screen, biochemical, FITC-DNA, fluorescence polarization, uHTS; Nuclear receptor subfamily 1 group D member 1 (Homo sapiens), P20393; Rev-erbα–FITC-DNA binding, 90 min; activity, % at 10 µM; 370,000 compounds, 0.79% hits;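 active = activity above about 14%, limit read from the data; passing the limit was not always enough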;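 note: 0% = DMSO wells with 35 nM protein and 100% = DMSO wells with 750 nM protein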
Target sequence (P20393 whole entry, looked up): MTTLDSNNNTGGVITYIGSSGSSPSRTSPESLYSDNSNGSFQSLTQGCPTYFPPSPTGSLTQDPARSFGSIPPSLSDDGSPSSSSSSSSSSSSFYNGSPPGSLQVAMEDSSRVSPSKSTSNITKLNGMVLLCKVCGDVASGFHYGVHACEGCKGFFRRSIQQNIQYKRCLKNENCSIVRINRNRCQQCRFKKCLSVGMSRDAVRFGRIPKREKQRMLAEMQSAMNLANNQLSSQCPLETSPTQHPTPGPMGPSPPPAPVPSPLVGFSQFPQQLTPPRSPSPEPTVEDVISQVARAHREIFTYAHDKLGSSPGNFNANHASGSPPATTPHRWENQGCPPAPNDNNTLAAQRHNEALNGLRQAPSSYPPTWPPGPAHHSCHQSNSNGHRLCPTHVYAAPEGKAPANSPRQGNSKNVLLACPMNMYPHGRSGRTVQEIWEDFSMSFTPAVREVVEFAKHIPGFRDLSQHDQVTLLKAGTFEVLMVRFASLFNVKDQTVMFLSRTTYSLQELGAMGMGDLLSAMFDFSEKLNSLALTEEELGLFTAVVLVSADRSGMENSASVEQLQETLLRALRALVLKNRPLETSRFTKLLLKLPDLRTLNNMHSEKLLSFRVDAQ
PLC-beta3 inh: human PLC-beta3 inhibitors, primary screen, biochemical, fluorescence; inhibition, % at 12.2 µM; AID 720704, 2013; Purified PLC-beta3, fluorogenic substrate; 1-phosphatidylinositol 4,5-bisphosphate phosphodiesterase beta-3 (Homo sapiens), Q01970; 370,000 compounds, 0.18% hits; in the data active = inhibition above about 11%;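 note: 0% = median of compound wells on plate and 100% = full blocker control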
GAA850 FXN act: FXN promoter activators, primary screen, cell-based, luciferase luminescence, HEK293 lucGAA850; 360,000 compounds, 0.56% hits; HEK293 lucGAA850 FXN promoter luciferase reporter, 24 h; percent of 10 µM SAHA response; activation, % at 6 µM; AID 540364, 2011;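 active = activation above the average of all compounds screened plus 3 SD, cutoff fixed separately per campaign, cut at about 7.5% in these data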;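 note: 0% = DMSO wells and 100% = 10 µM SAHA wells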
DAX1 inh-1: DAX1 (NR0B1) inhibitors, primary screen, cell-based, HEK293, Gal4-DAX1, luciferase luminescence | AID 504766, 2011 | 340,000 compounds, 0.99% hits | HEK293 Gal4-DAX1 luciferase reporter | inhibition, % at 6.75 µM | Nuclear receptor subfamily 0 group B member 1 (Homo sapiens), P51843;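 active = inhibition above the mean over all tested compounds plus 3 SD, cut at about 4.2% in these data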;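 note: 0% = DAX1-transfected cells with DMSO and 100% = empty-vector control cells with DMSO; inhibition shows as a rise in luminescence from relieved DAX1 repression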
Target sequence (P51843 207-470 limits assumed): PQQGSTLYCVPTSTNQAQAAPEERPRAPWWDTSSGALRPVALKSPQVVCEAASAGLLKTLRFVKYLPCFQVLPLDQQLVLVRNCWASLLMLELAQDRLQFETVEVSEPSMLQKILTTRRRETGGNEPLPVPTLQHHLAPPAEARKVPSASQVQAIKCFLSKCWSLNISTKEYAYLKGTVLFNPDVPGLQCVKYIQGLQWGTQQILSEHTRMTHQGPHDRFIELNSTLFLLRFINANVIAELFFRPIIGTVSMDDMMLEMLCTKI
hcDAF-12 act: H. contortus DAF-12 nuclear receptor activators, primary screen, cell-based, luminescence, HEK293, lit1-tk-luc reporter; 370,000 compounds, 1.4% hits; AID 652067, 2013; activation, % at 6.8 µM; HEK293 hcDAF-12 lit1-tk-luc reporter; 0% DMSO, 100% Δ7-dafachronic acid;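 active = activation above the mean of all tested compounds plus 3 SD, cut at about 5.5% in these data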;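 note: 100% = response to 3 µM Δ7-dafachronic acid high control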
ssDAF12 agonist: S. stercoralis DAF-12 nuclear receptor activators, primary screen, cell-based, luminescence, HEK293, GRIP1 co-expression, lit1-tk-luc; Nuclear hormone receptor DAF-12 (Strongyloides stercoralis); HEK293 ssDAF-12/GRIP1 lit1-tk-luc reporter; % of 3 µM dafachronic acid response; activation, % at 6.8 µM; 370,000 compounds, 1% hits;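 active = activation above the mean over all tested compounds plus 3 SD, cut at about 0.9% in these data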;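 note: 0% = DMSO-only wells and 100% = 3 µM delta7-dafachronic acid wells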
DAX1 inh-2: DAX1 (NR0B1) inhibitors on StAR promoter, primary screen, cell-based, luminescence, SF-1 (NR5A1), full-length DAX-1; HEK293T StAR-luciferase reporter, SF-1/DAX-1 repression relief; inhibition, % at 6.8 µM; 370,000 compounds, 1.1% hits; AID 652010, 2013;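 active = inhibition above the mean over all tested compounds plus 3 SD, cut at about 3.6% in these data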;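 note: 0% = DAX-1 cells with DMSO and 100% = cells lacking DAX-1 with DMSO; higher inhibition means more luminescence from relief of DAX-1 repression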
HGIII-sPLA2 inh: human group III sPLA2 inhibitors, primary screen, biochemical, QFRET, BODIPY PC-A2 liposome substrate. Group 3 secretory phospholipase A2 (Homo sapiens), Q9NZ20. inhibition, % at 12.2 µM. AID 743126, 2013. 370,000 compounds, 0.56% hits. QFRET BODIPY PC-A2 liposome hydrolysis, fluorescence;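 active = inhibition above mean plus 3 SD of compounds lying within the high and low control bounds, cut at about 19% in these data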;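 note: 0% = median of test compound wells and 100% = no enzyme DMSO wells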
SMARCA2 act: SMARCA2 (BRM) function activators, primary screen, cell-based, luminescence, high throughput; MG213 cells, MMTV-luciferase reporter, dexamethasone, overnight; AID 652017, 2013; activation, % at 9.1 µM; 370,000 compounds, 1% hits; in the data active = activation above about 7.8%;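 note: 0% = vehicle wells and 100% = reference activator wells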
The depositor's hits bear a star; . = not tested or not shown.

SMILES | hgDAF12 agonist | PG9 binder | Rev-erbA mod | PLC-beta3 inh | GAA850 FXN act | DAX1 inh-1 | hcDAF-12 act | ssDAF12 agonist | DAX1 inh-2 | HGIII-sPLA2 inh | SMARCA2 act
Cc1ccccc1C(=O)Oc1cc(N)n(S(=O)(=O)c2ccccc2)n1 | -1.2 | 0.1 | -2 | -1 | -1.5 | 1.0 | -0.2 | -1.4 | -0.4 | -11 | -1
CC(C(=O)N1CCCC1)N(c1ccccc1)S(C)(=O)=O (centres undefined) | 3.2 | 1.1 | -5 | -2 | 2.5 | 0.6 | 2.7 | -0.9 | -0.2 | 0 | 0
COc1cccc2cc(C(=O)CS(=O)(=O)c3ccc(C(C)(C)C)cc3)c(=O)oc12 | 1.5 | 0.7 | 2 | -22 | 2.3 | 0.6 | 2.4 | -0.7 | 0.1 | -12 | 0
CC(C)=CCC1=C(OCC(=O)O)C(=O)c2ccccc2C1=O | -2.8 | -1.1 | -1 | -10 | 1.2 | -1.9 | 0.5 | -0.2 | -1.0 | 4 | -4
O=c1[nH]n2cc(-n3cc([N+](=O)[O-])cn3)cnc2c1Br | 6.8 | -1.8 | 1 | -3 | 1.1 | 3.4 | 0.5 | -1.6 | -1.3 | -4 | -3
CCCCc1nc2cc(C(=O)N3CCC(OCCOC)CC3)ccc2o1 | 4.6 | 2.6 | -5 | -4 | 2.9 | 1.9 | 1.8 | -0.2 | 0.4 | -1 | 6
O=C(NC1CC1)c1nc(Cn2cc([N+](=O)[O-])cn2)no1 | -0.2 | -2.1 | 2 | -7 | -0.1 | 0.7 | 0.9 | -0.8 | -0.3 | -2 | -2
COC(=O)[C@H](C)NC(=O)NCc1ccc(S(N)(=O)=O)cc1 | -0.5 | 1.3 | -6 | -9 | 2.5 | 0.8 | -0.3 | -1.1 | 1.0 | 11 | -6
CC1=CC(=O)CC2C1(C)CCC(C)C2(C)CCC(C)CC(=O)O (centres undefined) | 1.7 | 0.0 | -3 | 2 | -1.1 | -0.8 | -0.8 | -1.6 | -0.8 | -2 | 0
N#Cc1ccc(OCC(=O)NCC(c2cccs2)N2CCOCC2)cc1 (centres undefined) | -1.6 | -0.9 | -1 | -4 | 3.5 | 2.0 | 0.7 | -1.2 | 0.5 | -1 | -2
CCC(=O)Nc1ccccc1-c1nnn(CC(=O)N2c3ccccc3CC2C)n1 (centres undefined) | -0.1 | 0.0 | -8 | -1 | -0.3 | 0.1 | -0.2 | -1.7 | 0.3 | 10 | -1
Cc1nc2ccc(S(=O)(=O)NCC(=O)N3CCOCC3)cc2s1 | -1.2 | 1.9 | 1 | 0 | -0.7 | -0.2 | -0.9 | -1.6 | -0.7 | 2 | 1
CC(=O)NC1C(=O)Nc2c(C)cc(C)cc21 (centres undefined) | 2.2 | -0.6 | -2 | 2 | 1.4 | 0.7 | -1.2 | -0.9 | 0.0 | 3 | 2
Cc1nccn1CC(=O)c1ccccc1 | -0.6 | 0.0 | 2 | 3 | 1.5 | 0.6 | -0.5 | -0.7 | -0.5 | 14 | -4
CCOc1ccc(C(=O)NCCCN(CC)CC)cc1 | -0.6 | -0.9 | 4 | 6 | 5.0 | 0.8 | 0.2 | -1.7 | -0.4 | 7 | -1
CCOC(=O)COc1ccc(S(=O)(=O)N2CCN(c3ccccc3F)CC2)cc1 | 1.5 | -0.9 | 1 | 1 | -0.3 | -0.6 | 1.7 | -1.2 | 0.6 | -6 | -4
COc1ccccc1OCC(=O)Nc1ccccc1C(=O)N1CCCCC1 | -2.4 | -1.8 | -4 | -7 | 1.7 | -0.2 | 0.1 | -1.2 | 0.4 | 4 | 4
CCN(CC(=O)Nc1cc(Cl)ccc1C)C(=O)C1CC(=O)N(Cc2ccccc2)C1 (centres undefined) | -0.5 | 1.4 | 5 | -8 | 0.0 | -1.1 | 0.6 | -0.9 | 0.3 | 6 | -3
O=C(NCC1COc2ccccc2O1)c1ccc(F)c(S(=O)(=O)N2CCOCC2)c1 (centres undefined) | -0.4 | 0.3 | 3 | 3 | -1.2 | -0.9 | -1.6 | -0.7 | 0.3 | -1 | -2
Cc1cc(N=Nc2ccc(Cl)cc2)cc(CN2CCCC2)c1O | 1.2 | -1.9 | 13 | -3 | -0.8 | 2.4 | 1.2 | -1.1 | -0.3 | 5 | -3
O=C(c1ccc(-c2ccccc2)c(F)c1)C1CCCN(CCCn2cccn2)C1 (centres undefined) | -0.6 | -1.5 | 5 | -4 | 0.8 | -0.2 | -2.0 | -1.1 | -0.7 | -17 | -2
CCCCn1c(/N=C/c2ccc3c(c2)OCO3)nc2ccccc21 | -0.9 | -0.3 | 3 | 1 | -3.1 | -1.4 | 0.3 | -1.8 | -0.5 | 10 | -1
C=CCSc1nc2c(c(C3CC=CCC3)c1C#N)CCC2 (centres undefined) | -0.5 | -0.1 | -4 | 2 | 1.7 | -0.5 | 0.3 | -1.2 | -1.1 | -4 | 0
c1ccc(-c2nnc3sc(CN4CCc5ccccc54)cn23)cc1 | -4.5 | 0.8 | -1 | -5 | 0.7 | -1.5 | -2.0 | -1.4 | 1.6 | -6 | -2

Three entries out of the list above, sorted by the value under ssDAF12 agonist, highest first:
Compound | ssDAF12 agonist
COc1ccccc1OCC(=O)Nc1ccccc1C(=O)N1CCCCC1 | -1.2
c1ccc(-c2nnc3sc(CN4CCc5ccccc54)cn23)cc1 | -1.4
CCOc1ccc(C(=O)NCCCN(CC)CC)cc1 | -1.7

New compounds follow
SMILES | hgDAF12 agonist | PG9 binder | Rev-erbA mod | PLC-beta3 inh | GAA850 FXN act | DAX1 inh-1 | hcDAF-12 act | ssDAF12 agonist | DAX1 inh-2 | HGIII-sPLA2 inh | SMARCA2 act
O=C(COc1cccc(C(F)(F)F)c1)NCCCN1CCCC1=O | 0.9 | 0.1 | -6 | -1 | 2.8 | 0.1 | 0.2 | -1.3 | 0.3 | 1 | 2
Cc1cc(Br)cc(C)c1OCC(=O)NNC(=O)c1cccs1 | -1.0 | -0.3 | -1 | 0 | 0.8 | -0.3 | -2.6 | -0.8 | -2.3 | -6 | 0
COc1ccc(C(=O)Nc2ccccc2)cc1NC(=O)c1cccs1 | -2.4 | 0.3 | 4 | -1 | 1.2 | 0.3 | -1.4 | -1.2 | -3.4 | 1 | -2
CCOC(=O)c1ccc(NC(=O)C23CCC(C)(C(=O)O2)C3(C)C)cc1 (centres undefined) | 2.5 | 2.2 | -3 | 0 | 4.0 | 1.0 | 1.1 | -0.6 | 0.9 | -6 | 4
COc1ccc(C(=O)c2c3ccc(C(F)(F)F)cc3[n+]([O-])n2CCCC(N)=O)cc1 | 2.4 | -2.5 | -2 | -5 | -1.1 | 1.7 | 1.7 | 0.2 | 0.1 | 10 | 0
CCOc1ccc2[nH]c(=O)c(C(c3nnnn3CC3CCCO3)N3CCc4ccccc4C3)cc2c1 (centres undefined) | -0.6 | -0.4 | -3 | -181 | 0.1 | 3.3 | 2.8 | -1.3 | -0.3 | 2 | -1
O=C(Nc1cccc(Cl)c1)NN(c1ccccc1)C1CCS(=O)(=O)C1 (centres undefined) | 7.1 | 0.8 | -3 | 1 | . | . | -0.9 | -1.6 | -0.4 | -5 | -2
Cc1nc2cc(Nc3nnc(-c4ccccc4)c4ccccc34)ccc2n1C | 6.1 | -0.7 | 2 | -89 | 7.6 | 0.3 | 0.7 | -0.4 | 3.5 | 6 | 3
Cc1ccc(-c2noc(/C=C/c3ccccc3)n2)cc1 | 1.9 | -0.6 | -1 | -5 | 5.2 | 1.9 | 0.4 | -1.1 | 0.6 | 2 | 3
NC(=O)c1ccc(NC(=O)CN2CCN(S(=O)(=O)c3ccc4c(c3)OCCO4)CC2)cc1 | -2.3 | 0.3 | 3 | -8 | 0.9 | -0.4 | -1.3 | -0.7 | 1.0 | 11 | -4
CCC1Oc2ccccc2N(CC(=O)NC2CCCCC2C)C1=O (centres undefined) | -0.4 | -1.9 | 2 | -6 | -2.4 | 1.7 | 0.7 | -1.1 | -1.8 | 9 | 3
CSc1nnc(-c2sc3cc(C(F)(F)F)cnc3c2-c2cccnc2)n1C | 0.7 | 1.8 | 2 | -46 | 2.7 | -1.1 | -0.8 | -0.8 | 0.3 | 12 | 0
CCCCN(CC)C(=O)Cn1nc(Cc2ccncc2)c2ccccc2c1=O | -2.7 | 1.7 | -3 | -5 | -1.8 | 0.4 | -1.1 | -1.1 | 0.0 | -1 | -3
Cc1ccc(S(=O)(=O)n2ccc(-c3ccc(OCc4c(F)cccc4Cl)cc3)n2)cc1 | -1.4 | 0.1 | 3 | -1 | -0.8 | -1.6 | -0.8 | -0.8 | -0.1 | -13 | -4
CCOc1ccc(N(CC(=O)NCc2ccc(F)cc2)C(=O)c2ccco2)cc1 | -0.6 | 1.0 | 2 | -11 | -1.1 | 1.2 | -0.9 | -1.1 | -0.3 | 4 | 0
COc1ccc(CC(=O)NCC2CCCN(Cc3cccc(C(F)(F)F)c3)C2)cc1 (centres undefined) | -3.9 | -1.3 | -2 | -3 | 0.8 | 0.8 | -2.8 | -1.2 | 0.5 | -2 | -3
Cc1ccc(NC(=O)c2ccc3c(=O)n4c(nc3c2)CCC4)cc1S(=O)(=O)N(C)C | -0.9 | -0.1 | 0 | -10 | 0.2 | -0.5 | -2.2 | -0.5 | -1.9 | 3 | -2
CC(=O)Nc1cc(C(=O)N2CCN(C)CC2)ccc1Sc1ccc(C)cc1 | -4.0 | -2.0 | 7 | 6 | -1.5 | -1.0 | -0.3 | -1.3 | 0.3 | -4 | -1
CCOc1cc(N2CCOCC2)c(OCC)cc1NC(=O)c1[nH]c(C)c(C(C)=O)c1C | 2.7 | -1.1 | -8 | -12 | -0.6 | 1.3 | -1.8 | -1.3 | -2.4 | 7 | -1
Cc1nc(C(F)(F)F)ccc1C(=O)N1CCC1(C)C(=O)NS(=O)(=O)c1ccc(Cl)cc1 (centres undefined) | 1.1 | -0.6 | 4 | -3 | 1.3 | . | -0.2 | -1.7 | -0.5 | -2 | -4
